Screening data deposited in PubChem BioAssay by Vanderbilt High Throughput Screening Facility.
Cav32 inh – Cav3.2 calcium influx blockers – cell-based, Fluo-4 calcium fluorescence, FDSS, MLSMR library, primary screen; Voltage-dependent T-type calcium channel subunit alpha-1H (Homo sapiens), O95180; Cav3.2-expressing cells; active compounds read low; B-score at 10 µM; 4% of 100,000 active; AID 449739, 2010;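 active = single-dose well whose peak fluorescence ratio is a statistical outlier from its plate by either plate-standardised score or position-corrected B-score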
An asterisk follows results filed as active. Not all compounds are listed; the hit share may differ from the screen's.

SMILES	Cav32 inh
O=C(NCc1ccc2c(c1)OCO2)C1CCC(CNS(=O)(=O)c2ccc(Cl)cc2)CC1 (stereo unspecified)	-1.8
c1ccc(N2CCN(Cc3cn4cccnc4n3)CC2)cc1	-0.65
O=C(O)Cn1c(SCCOc2ccccc2F)nc2ccccc21	-5.3*
CCOc1ccc(NS(=O)(=O)c2ccc3c(c2)CCN3C(=O)C2CCC2)cc1	-0.079
CC1(C)CC(=O)C(C=NCCN2CCN(C(=O)c3ccccc3)CC2)=C(O)C1	0.34
CCn1c(SCC(=O)Nc2ccccc2)nnc1-c1ccc(S(=O)(=O)N2CCOCC2)cc1	1.6
Cc1cc(C(=O)OCCN2C(=O)c3ccccc3C2=O)c2ccccc2n1	-0.24
Cc1cc(C(=O)N2CCN(c3ccccn3)CC2)no1	0.09
CCOc1ccc(C(=O)Nc2ccccc2N2CCCC2)cc1	-1
COc1cccc(C(=O)NCC2CCN(c3ccc(S(=O)(=O)N4CCOCC4)cc3)CC2)c1	1.8
O=S(=O)(c1ccc(N2CCN(c3ccc(F)cc3)CC2)cc1)N1CCCC1	-1.8
CC[C@@H]1CC=C[C@H]2[C@H]1C(=O)N(Cc1ccccc1)[C@H]2c1ccc2ccccc2c1	-2.6
CCOc1ccc(C(C)=O)cc1CSc1nnc(-c2cccs2)n1CC1CCCO1 (stereo unspecified)	-0.4
C=CCSc1nc(C)c(CC(=O)OCCCC)c(=O)[nH]1	1.2
O=C(Cc1cccs1)NCc1ccc(F)cc1	0.09
O=C(C1=COCCO1)N1CCN(S(=O)(=O)c2cccc(Cl)c2Cl)CC1	1.2
CN(C)c1ccc(C(=O)OCc2ccccc2)cc1	0.2
Cc1ccc(NC(=O)CSc2nnc(-c3cnccn3)n2-c2ccccc2)cc1	0.81
CCc1nc(-c2ccc(C)nc2OC)no1	-0.76
CCC(C)(C)NC(=O)C(c1ccccc1)N(Cc1cccs1)C(=O)Cn1nnc2ccccc21 (stereo unspecified)	-1
CCn1c(COc2ccccc2C)nnc1SCC(=O)N1CCCCC1	2
CCCCCC(=O)N1CCN(CCN=CC2=C(O)CC(c3ccc(OC)c(OC)c3)CC2=O)CC1 (stereo unspecified)	0.089
O=[N+]([O-])C(/C=C(\Cl)[N+](=O)[O-])=C1N(Cc2ccc(Cl)nc2)CCN1Cc1ccc(Cl)nc1	0.84
O=C(Nc1ccc(F)cc1)C1CCCN(S(=O)(=O)c2cccc3cccnc23)C1 (stereo unspecified)	0.78
CC1=CC(C)(C)N(C(=O)c2ccccc2)c2ccc(C)cc21	-2.1
CCOC(=O)C1CCN(S(=O)(=O)c2ccc(-n3cnnn3)c(C)c2)CC1	0.01
Cc1ccc(C(=O)NCCCNCCCN(C)C)cn1	-0.36
Cn1c(Cc2csc(N)n2)nnc1SC/C=C/c1ccccc1	-1.1
CN1CCN(C(=O)C2(NC(=O)Nc3cccc(F)c3)CCCCC2)CC1	-0.14
CCN(CC)S(=O)(=O)c1ccc(Nc2cc(C)nc3ncnn23)cc1	-4.8
CCN(c1ccc(NC(=O)COC(=O)c2ccc(S(=O)(=O)N3CCCC3)cc2)cc1)C(C)C	0.23
O=c1[nH]c(N2CCN(c3ccccc3)CC2)nc2c1CCCC2	-0.03
COc1ccc(S(=O)(=O)N2CCN(c3ccc4nnc(-c5ccc(F)cc5)n4n3)CC2)cc1	0.015
O=C(Nc1ccc([N+](=O)[O-])cc1)C1C(c2ccccc2)=C1c1ccccc1	-0.89
CCCCNC(=O)C1CCCN1C(=O)Nc1cccc(OC)c1 (stereo unspecified)	0.76
Cc1ccc(NC2=NCC(=O)N2CCc2ccccc2)cc1C	-0.033
CN(C)c1ccc2c(O)cc(=O)n(C)c2c1	0.87
COc1ccc(NC(=O)CN2CCN(c3ccccc3F)CC2)cc1	0.45
COc1ccc(CCNC(=O)NC(C(F)(F)F)C(F)(F)F)cc1OC	0.024
CC1CN(c2nc3c(c(=O)n(Cc4ccc(Cl)cc4)c(=O)n3C)n2C)CC(C)O1 (stereo unspecified)	-0.8
COC(=O)C1=C(C)Nc2nnnn2C1c1cc(OC)ccc1OC (stereo unspecified)	1.8
Cc1cc(NC(=O)CCC(=O)N(CC(=O)NC2CCCC2)Cc2ccccc2Cl)no1	0.49
CC(=O)N(C(C)=O)C1=C(C#N)C2(CCCCC2)Cc2ccccc21	-6.3*
Cn1nc(CC(=O)N2CCN(c3ccccc3)CC2)c2ccccc2c1=O	0.75
Cc1sc(NC(=O)CSc2nc(N)n(CC(=O)c3ccccc3)n2)c(C#N)c1C	-0.28
CC(C)NC(=O)c1cc(C(=O)c2cc(Cl)ccc2O)coc1=N	-1.2
C=CCCC(=O)Nc1nc(C)c(-c2csc(Nc3ccc(Cl)cc3)n2)s1	-0.025
Cn1c(=O)c2ncn(CC(=O)Nc3cccc(-c4nc5ccccc5s4)c3)c2n(C)c1=O	0.066
CCOC(=O)C1CCCN(C(=O)Nc2cccc(Cl)c2)C1 (stereo unspecified)	-1.6
Cc1cc(C)nc(N(C#N)CCOc2ccccc2)n1	-0.67
CCOC(=O)CNC(=O)c1ccc2[nH]c3c(c2c1)CCCC3	0.026
Cc1ccc(S(=O)(=O)NCCNC(=O)c2ccccc2)cc1	0.39
O=C1c2ccccc2C(=O)N1CCn1c(=O)oc2ccccc21	-2
O=C(Nc1nnc(-c2ccc(Cl)cc2)o1)C1CCCCC1	1
COC(=O)c1c(NC(=O)c2ccccc2)sc2c1CC(C)(C)OC2	0.048
Cn1c2c(c(=O)n(C)c1=O)C(C(F)(F)F)(C(F)(F)F)N=C(c1ccccc1Cl)N2	3
CCCSc1nn2c(=O)c3ccccc3nc2s1	0.074
COc1ccc(C(=O)Nc2c(Cl)cc(Cl)cc2C(=O)NCCN2CCOCC2)cc1	0.81
Cc1c(N2C(=O)c3ccc(F)cc3C2=O)c(=O)n(-c2ccccc2)n1C	-0.32
COc1ccc(C(=O)Nc2ccc(S(=O)(=O)NC(C)C)cc2)cc1	1.5

The results go on.
SMILES	Cav32 inh
O=C(CSc1nnc(C2CC2)n1-c1ccccc1)NCCc1ccc(F)cc1	-0.087
CCCCN(CC)C(=O)c1cc2cc3ccc(OC)cc3nc2o1	-2.4
Cc1ccc(C(=O)NCCc2csc(-c3cccnc3)n2)cc1	0.24
CCC(NC(=O)C1CCC1)c1ccc(C)cc1 (stereo unspecified)	1
Cc1nnc(SCc2nnc(-c3ccccc3Br)o2)n1-c1ccccc1	1.1
Cn1nc(C(F)(F)F)c(C(=O)Nc2ccc(F)cc2F)c1Sc1ccc(C(F)(F)F)cc1	1.5
CC1CCC(NC(=O)C2CCC(CNS(=O)(=O)c3cccc4nsnc34)CC2)CC1 (stereo unspecified)	-0.59
Cc1cccc(OCCNC(=O)c2ncn[nH]2)c1	0.78
COc1ccc(-c2noc(CCC(=O)N(C)c3cccc(C)c3)n2)cc1	-5.8*
Cc1ccc2[nH]c3c(c2c1)CN(C(=O)CN1CCN(c2ccccn2)CC1)CC3	-3.1
O=C(CSc1nnc(Cc2ccccc2)o1)NCCc1ccccc1	-1.1
Cc1cc2oc(=O)cc(CN3CCN(Cc4ccccc4)CC3)c2cc1Cl	-0.22
O=C(N1CCOCC1)N1CCN(c2ccccc2)CC1	0.0085
CCC(=O)N1CCN(c2ccc(NC(=O)COc3ccccc3Cl)cc2)CC1	-0.93
CCOCCn1c(CN2CCC(Cc3ccccc3)CC2)nc2c1c(=O)n(C)c(=O)n2C	0.45
N/C(=N\OC(=O)CCc1ccccc1)c1ccc(Cl)cc1	0.032
CCCc1nc2ccccc2n1CCOC	-0.0066
C=CC1=C2C=C(C3CC3)N(CC3CC3)C=C2C(=O)C(C)(OC(=O)c2ccco2)C1=O (stereo unspecified)	-0.52
Cc1cccc(NC(=S)NC2CC3CCC(C2)N3Cc2ccco2)c1C (stereo unspecified)	-0.25
COc1ccc(C)cc1NC(=O)c1[nH]c(C)c(C(C)=O)c1C	0.18
Cc1ccc(C)c(NC(=O)C2C(c3ccccc3)C2(Cl)Cl)c1 (stereo unspecified)	-4.6*
Cc1nc(SCCC(=O)O)c2ccccc2n1	-0.64
CCn1c(Cc2ccccc2)nnc1SCC(=O)Nc1nc2ccccc2s1	1.7
C/C=C\C=C/C(=O)Nc1cccc(C2=NOC3(C2)C[C@@H](C(N)=O)N(C(=O)CCCCC)C3)c1 (stereo partly specified)	0.51
COc1ccc(-n2c(C)cc(C(=O)CSc3nn4c(=O)c(C(C)(C)C)nnc4s3)c2C)cc1	-4.3
Cc1ccc(C)c(NC2=C(Cl)C(=O)OC2OC(=O)c2ccco2)c1 (stereo unspecified)	-0.45
CCCc1noc(-c2ccc(-c3ccccc3)cc2)n1	0.015
CCCC(=O)NCCc1cc2c(C)ccc(C)c2[nH]c1=O	-0.59
COC(=O)C(C)Sc1ccc2nnc(-c3cccc(F)c3)n2n1 (stereo unspecified)	2.3
CC1(c2ccccc2)NC(=O)N(CC(=O)NCCC2=CCCCC2)C1=O (stereo unspecified)	0.034
c1ccc(-c2cnn3nnnc3n2)cc1	-0.038
Cc1ccc2cc(CN(CCN3CCOCC3)Cc3nnnn3Cc3ccco3)c(=O)[nH]c2c1C	-0.14
CCC(=O)c1c[nH]c(C(=O)NCCCN2CCOCC2)c1	-1.1
COc1cccc(N2[C@@H](CC(=O)O)c3ccccc3S2(=O)=O)c1	0.014
CC(C)(C)n1nnnc1C(c1cccs1)N(Cc1cccnc1)Cc1ccccc1Cl (stereo unspecified)	-3.9
CC(=O)Nc1cccc(C(=O)NC(C)c2ccc(S(N)(=O)=O)cc2)c1 (stereo unspecified)	0.25
FC(F)Oc1ccccc1NC(=S)NCc1ccco1	0.52
Cc1ccc(-n2c(=O)cc(NCc3cccnc3)[nH]c2=O)cc1	1
O=C(OCC(=O)c1ccc(S(=O)(=O)N2CCCC2)cc1)C1=COCCO1	-1.1
COc1cc(C)nc(Oc2ccc(=O)[nH]n2)n1	-0.25
COc1cccc(OC)c1OCCN1CCN(C(=O)c2ccco2)CC1	1.3
OCCCc1nc2ccccc2n1CCc1ccccc1	0.0026
OCCCc1nc2n(n1)C(c1cccs1)C=C(c1ccccc1)N2 (stereo unspecified)	-9.9*
CCCCOC(=O)C(C)Oc1ccc(=O)n(-c2ccccc2)n1 (stereo unspecified)	-0.64
CC(Oc1ccccc1F)C(=O)Nc1ccc2ccccc2c1 (stereo unspecified)	-1.3
O=C1CC(c2ccccc2)CCc2sccc2N1 (stereo unspecified)	-0.86
O=C(OCc1ccc2c(c1)OCO2)c1ccc(S(=O)(=O)N2CCCC2)cc1	-0.59
CCOC(=O)CCCNC(=O)COc1ccccc1C#N	-0.079
O=C(Nc1cnccn1)c1cccs1	-0.11
COCC(C)NCc1cccc([N+](=O)[O-])c1 (stereo unspecified)	1.3
COC(=O)c1ccccc1NC(=S)NC(NC(=O)c1ccccc1[N+](=O)[O-])C(Cl)(Cl)Cl (stereo unspecified)	-8.5*
CC(C)c1nc(SCC(=O)N2c3ccccc3CC2C)c2ccccc2n1 (stereo unspecified)	-3.4
O=S(=O)(Nc1ccc(N2CCOCC2)nn1)c1ccccc1	-0.18
Cc1c(C(=O)Nc2ccc3oc(-c4cccnc4)nc3c2)oc2ccccc12	-0.58
N#Cc1ccccc1OCC(=O)NC(N)=O	0.21
COc1ccc(Cl)cc1NC(=O)CSc1nc(N2CCCCC2)nc(N2CCCCC2)n1	-1
CCCCCn1c(NCc2ccco2)nc2ccccc21	-2.3
COc1ccc2nc(CC(C)(C)CC(=O)O)c[n+]([O-])c2c1	0.73
CN(Cc1cccs1)C(=O)CCc1ccc(S(=O)(=O)N2CCOCC2)cc1	1.7
CCN(CC)C(=O)CSc1nc2ccccc2c(=O)[nH]1	1.2

New compounds follow.
SMILES	Cav32 inh
CCC(C)NC(=O)c1cn(CC)c2ccc(S(=O)(=O)N(C)C)cc2c1=O (stereo unspecified)	0.19
Cc1cc(=O)[nH]c(SCC2(O)C3CC4CC(C3)CC2C4)n1 (stereo unspecified)	0.89
COc1ccc(S(=O)(=O)NC2CCCC2)c(Cl)c1Cl	-0.54
S=C1N(c2ccccc2)C(c2ccc(Cl)cc2)N2CCCN12 (stereo unspecified)	-4.8*
CC12CN3CC(=O)N4CC5(C)CN(CC(C)(C4)C5=O)C(=O)CN(C1)CC(C)(C3)C2=O	-0.43
COC(=O)C1=C(C)NC(=O)CC1c1cccc(Cl)c1Cl (stereo unspecified)	0.059

Given with bars between the fields: part of the list above.
Compound | Cav32 inh
O=C(OCc1ccc2c(c1)OCO2)c1ccc(S(=O)(=O)N2CCCC2)cc1 | -0.59
CCOC(=O)CCCNC(=O)COc1ccccc1C#N | -0.079
O=C(Nc1cnccn1)c1cccs1 | -0.11
COCC(C)NCc1cccc([N+](=O)[O-])c1 (stereo unspecified) | 1.3
COC(=O)c1ccccc1NC(=S)NC(NC(=O)c1ccccc1[N+](=O)[O-])C(Cl)(Cl)Cl (stereo unspecified) | -8.5*
CC(C)c1nc(SCC(=O)N2c3ccccc3CC2C)c2ccccc2n1 (stereo unspecified) | -3.4
O=S(=O)(Nc1ccc(N2CCOCC2)nn1)c1ccccc1 | -0.18
Cc1c(C(=O)Nc2ccc3oc(-c4cccnc4)nc3c2)oc2ccccc12 | -0.58
N#Cc1ccccc1OCC(=O)NC(N)=O | 0.21
COc1ccc(Cl)cc1NC(=O)CSc1nc(N2CCCCC2)nc(N2CCCCC2)n1 | -1
CCCCCn1c(NCc2ccco2)nc2ccccc21 | -2.3
COc1ccc2nc(CC(C)(C)CC(=O)O)c[n+]([O-])c2c1 | 0.73
CN(Cc1cccs1)C(=O)CCc1ccc(S(=O)(=O)N2CCOCC2)cc1 | 1.7
CCN(CC)C(=O)CSc1nc2ccccc2c(=O)[nH]1 | 1.2
CCC(C)NC(=O)c1cn(CC)c2ccc(S(=O)(=O)N(C)C)cc2c1=O (stereo unspecified) | 0.19
Cc1cc(=O)[nH]c(SCC2(O)C3CC4CC(C3)CC2C4)n1 (stereo unspecified) | 0.89
COc1ccc(S(=O)(=O)NC2CCCC2)c(Cl)c1Cl | -0.54
S=C1N(c2ccccc2)C(c2ccc(Cl)cc2)N2CCCN12 (stereo unspecified) | -4.8*
CC12CN3CC(=O)N4CC5(C)CN(CC(C)(C4)C5=O)C(=O)CN(C1)CC(C)(C3)C2=O | -0.43
COC(=O)C1=C(C)NC(=O)CC1c1cccc(Cl)c1Cl (stereo unspecified) | 0.059
